PI5P4Ka inh: qHTS for Inhibitors of phosphatidylinositol 5-phosphate 4-kinase (PI5P4K) | max response, % | PI5P4Kalpha enzyme, ADP-Glo luminescence, 60 min; hits give low values | AID 652105, 2013 | 330,000 compounds, 1.2% hits | Phosphatidylinositol 5-phosphate 4-kinase type-2 alpha (Homo sapiens), P48426; active means max response of -50% or lower; inconclusive means between -30% and -50%; inactive means -30% or higher; further: value at the top dose of about 77 µM; on the % scale 0 is the no-effect control and ±100 the full control effect
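Controls without substrate or without enzyme flank wells where PI5P4Kalpha converts substrate using 5 microM ATP (final). Incubation lasts 60 minutes at room temperature; ADP formed is read by ADP-Glo luminescence.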
Abeta rescue: qHTS for compounds that reverse cellular toxicity of Amyloid beta (A-beta) peptide in yeast: Primary Screen | yeast expressing A-beta42, growth rescue, OD600, 48 h; response scale: 0% DMSO, 100% iron-clioquinol control | Potency, µM (titrated, usually from 46.1 µM), for the others: at the highest dose growth rescue, most hits filed as activators | 410,000 compounds, 0.063% hits | AID 1347071, 2019; further: potency means the concentration at half of the fitted maximal effect; nearly all actives have a fitted effect of over 55% in size
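Yeast A-beta toxicity model in growth medium with pinned compounds, 48 h at 30 C; growth read as absorbance at 600 nm. Normalized to FeCl3/clioquinol equimolar mix (positive) and DMSO (negative).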
FUS yeast rescue: qHTS for Suppressors of FUS Proteinopathy: Primary screen using FUS-linked yeast assay. S. cerevisiae FUS-expressing, growth rescue, OD600, 24 h. Potency, µM (titrated, usually from 76.6 µM), without a hit: at the top dose growth rescue (activation), actives largely listed as activators. 390,000 compounds, 0.24% hits;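 further: potency means the concentration at half of the fitted maximal effect; plate controls were DMSO vehicle for no effect and reference control for full effect; nearly all actives have a fitted effect of over 55% in size; some results filed as inactive show a strong effect at the top dose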
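Yeast expressing FUS under galactose induction, OD 0.005 in 2% galactose medium; compounds in a dilution series, 24 h at 30C. Growth rescue by absorbance at 600 nm; CP55940 positive control, DMSO negative.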
EPAC1 ag: qHTS for Agonist of cAMP-regulated guanine nucleotide exchange factor 3 (EPAC1): primary screen; EPAC1 agonist qHTS, biochemical assay; response scale: 100% = response to 6.5 mM cAMP; Potency, µM (highest dose often 154 µM), for inactives: at the top dose activation, hits mostly activators; 360,000 compounds, 0.073% hits; further: potency means the concentration at half of the fitted maximal effect; nearly all actives have a fitted effect of over 60% in size
Target sequence (O95398 whole entry, looked up): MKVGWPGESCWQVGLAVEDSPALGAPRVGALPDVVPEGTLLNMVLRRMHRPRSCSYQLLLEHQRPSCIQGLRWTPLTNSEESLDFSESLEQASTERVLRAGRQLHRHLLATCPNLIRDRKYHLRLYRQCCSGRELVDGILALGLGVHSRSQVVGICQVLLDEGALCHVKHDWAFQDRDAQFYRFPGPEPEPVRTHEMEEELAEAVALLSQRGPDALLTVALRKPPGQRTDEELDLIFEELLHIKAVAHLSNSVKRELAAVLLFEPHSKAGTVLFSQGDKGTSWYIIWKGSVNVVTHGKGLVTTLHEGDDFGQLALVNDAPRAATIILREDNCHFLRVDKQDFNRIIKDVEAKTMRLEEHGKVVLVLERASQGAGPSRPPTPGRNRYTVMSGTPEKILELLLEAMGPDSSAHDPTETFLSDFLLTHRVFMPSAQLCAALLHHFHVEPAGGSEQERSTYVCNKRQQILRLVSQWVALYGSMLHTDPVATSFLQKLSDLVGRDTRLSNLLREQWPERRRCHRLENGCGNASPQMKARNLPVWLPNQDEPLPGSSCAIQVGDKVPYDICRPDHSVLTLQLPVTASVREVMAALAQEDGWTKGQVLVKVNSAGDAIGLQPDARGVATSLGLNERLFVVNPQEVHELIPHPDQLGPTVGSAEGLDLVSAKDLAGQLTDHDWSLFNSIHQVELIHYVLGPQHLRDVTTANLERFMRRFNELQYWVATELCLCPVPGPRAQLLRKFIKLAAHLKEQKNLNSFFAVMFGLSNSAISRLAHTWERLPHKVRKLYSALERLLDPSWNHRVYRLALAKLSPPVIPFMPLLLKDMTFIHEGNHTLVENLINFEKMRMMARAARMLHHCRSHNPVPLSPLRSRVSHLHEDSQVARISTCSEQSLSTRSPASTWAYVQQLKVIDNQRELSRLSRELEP
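Nucleotide exchange by EPAC1 (100 nM) on Rap1B–BODIPY-GDP (250 nM) in the presence of 50 uM GDP is tracked fluorescently at 480/540 nm over 30 min. Signals are normalized to a 6.5 mM cAMP control.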
IL2 activator: qHTS of IL-2 Activators; AID 652025, 2013; IL-2 activation reporter assay, cell-based qHTS; stimulated with anti-CD3/CD4/CD28 beads; in transgenic mouse T cells; 360,000 compounds, 0.065% hits; activation, % (series mostly up to about 46 µM); in the data active means activation above about 50%; inconclusive means mostly about 30% to 49%; further: 0% is about no effect
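Quantitative HTS in unstimulated transgenic mouse T cells, with memory T cells as non-tolerant control and PMA/ionomycin as tolerance-bypass control. Compound pretreatment lasted 60 minutes before 18 h bead stimulation; EGFP/DsRed fluorescence read.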
WRN inhibitor: qHTS for Inhibitors of WRN Helicase; Potency, µM (doses to about 114 µM), inactives show at the highest dose activity change, negative = inhibition, actives largely listed as inhibitors; AID 651768, 2012; 360,000 compounds, 0.46% hits; WRN helicase unwinding, fluorescent forked duplex, kinetic; further: potency means the concentration at half of the fitted maximal effect; on the % scale 0 is the no-effect control and ±100 the full control effect; nearly all actives have a fitted effect of over 55% in size
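WRN at 20 nM final was preincubated with compound for 15 min at room temperature; reaction started with 100 nM forked duplex oligonucleotide carrying fluorophore and quencher plus 2 mM ATP (final). Unwinding followed kinetically by red fluorescence (ex 525/em 598 nm).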
PLK1 PBD inh: qHTS for Inhibitors of PLK1-PDB (polo-like kinase 1 - polo-box domain): Primary Screen; Serine/threonine-protein kinase PLK1 (Homo sapiens), P53350; Plk1 PBD binding of FITC phosphopeptide, fluorescence polarization; Potency, µM, inactives show max response, negative = inhibition, hits mostly inhibitors; 360,000 compounds, 2.8% hits; AID 720504, 2013; further: potency means the concentration at half of the fitted maximal effect; series mostly up to about 57 µM; on the % scale 0 is the no-effect control and ±100 the full control effect; nearly all actives have a fitted effect of over 65% in size
EPAC1 antag: qHTS for Antagonist of cAMP-regulated guanine nucleotide exchange factor 3 (EPAC1): primary screen. Rap guanine nucleotide exchange factor 3 (Homo sapiens), O95398. EPAC1 GEF assay, Rap1b-BODIPY-GDP exchange fluorescence. Potency, µM (titrated, usually from 115 µM), without a hit: top-dose activity change, negative = inhibition, most hits filed as inhibitors. 360,000 compounds, 0.14% hits;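 further: potency means the concentration at half of the fitted maximal effect; plate controls were vehicle for no effect and positive control for full effect; nearly all actives have a fitted effect of over 50% in size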
* = called active by the depositor; ? = inconclusive; nt = not tested or not shown; & = joins results of further samples; [ ] = remark or other dose. Unless noted, the call rests on the fitted dose curve; in most records, active means well fitted curve in the direction sought with a large enough effect; inconclusive means small, poorly fitted or top-dose-only effect, or another doubt; inactive means no such curve, though single readings can be large; an effect the other way counts as inactive or inconclusive.

Sequence of screens – FUS yeast rescue	IL2 activator	EPAC1 ag	Abeta rescue	PI5P4Ka inh	EPAC1 antag	PLK1 PBD inh	WRN inhibitor
Cc1ccccc1C(=O)N1CCC(C(=O)NCc2ccc(Cl)cc2)CC1
    9.5%	1.6	-6.7%	15.9%	8.7	-8.8%	-4.5%	4.5%
O=C(O)c1ccccc1Sc1ccccc1S(=O)(=O)NC1CCCCC1
    8.8%	-1.9	-7.1%	1.0%	-5.2	-4.8%	2.9%	9.2%
OC1(c2ccc(F)cc2)CCN(Cc2cccnc2)CC1
    15.0%	0.6	-1.2%	0.9%	-2.8	-3.0%	4.4%	2.4%
O=C(C[C@H]1C(=O)N(Cc2ccccc2)C[C@@H]1Cc1ccccc1)Nc1ccccc1
    ?	-1.5	5.7%	8.8%	9.6	-8.9%	-23.2%	-4.4%
O=C(c1ccc(F)cc1)c1cc2ccc(O)cc2oc1=O
    32.8%	0.0	-1.1%	-46.0%[inhibitor]	-72.6*	-7.5%	-18.7%	-9.3%
O=C(NCCOc1cccc(Oc2ccccc2)c1)c1cc(-n2cnnc2)ccc1Cl
    35.2%	-1.6	11.0%	13.4%	nt	-7.5%	2.5%	-4.8%
Cn1c(CC(=O)Nc2ccc(Cl)c(Cl)c2)nnc1SCC(=O)NCc1ccccc1
    7.3%	0.5	10.8%	-11.3%	5.0	-22.3%	-16.8%	5.2%
COc1ccc(OCC(=O)Nc2ccc(N3CCCCC3)cc2)cc1
    13.4%	-1.4	3.1%	-15.6%	-1.9	1.2%	?	3.1%
COc1ccccc1-n1cnnc1SCC(=O)Nc1nc(C)c(Cl)cc1Cl
    7.2%	-0.6	13.2%	3.1%	-1.0	0.0%	-2.5%	-6.8%
Cc1csc(C2=C(O)CN(c3ccc4c(c3)OCCOCCOCCOCCO4)C2=N)n1
    4.1%	-1.7	3.8%	-9.5%	10.1	-4.5%	-6.3%	-9.1%
O=C(Nc1ccc(Oc2ccccc2)cc1)c1csc(COCCO)n1
    12.2%	0.1	-5.2%	-6.3%	7.5	-14.2%	3.5%	-3.7%
Cc1nc(C(=O)Nc2cccc(Cl)c2Cl)nn1-c1cc(OC(C)C)c(Cl)cc1Cl
    nt	0.9	8.6%	16.0%	22.3	6.4%	-14.1%	-5.8%
Cc1ccc(SCC(=O)NC2CCS(=O)(=O)C2)cc1C (stereo not given)
    nt	-0.3	11.6%	-6.0%	9.3	-28.8%	-14.7%	-13.5%
CCCNC(=O)c1nnsc1S(=O)c1ccc(Cl)cc1 (stereo not given)
    20.8%	-1.1	6.9%	-92.2%[inhibitor]	?	-15.1%	0.752µM*	20µM*
O=C(Nc1ccc2c(c1)OCCO2)c1ccccn1
    13.2%	3.4	2.0%	-36.9%[inhibitor]	-16.5	-4.2%	0.3%	0.6%
Cc1ccc(S(=O)(=O)C(NC(=O)c2ccccc2)=C(Cl)Cl)cc1
    -31.0%	-2.4	-0.6%	1.5%	13.1	-22.6%	-16.2%	-7.1%
CN1CCc2nc3sc(C(=O)NCc4ccccc4)c(N)c3cc2C1
    10.6%	1.0	8.8%	-13.2%	-16.9	11.1%	-18.7%	-6.7%
O=C(Nc1ccncc1)c1cc2ccccc2cc1O
    17.5%	-1.0	?	-12.3%	-19.3	-16.9%	-25.4%	-19.2%
Nc1cc(SCc2ccc(Cl)cc2Cl)ncn1
    -38.8%	-0.7	-7.9%	6.1%	11.2	5.7%	-8.4%	6.4%
O=S1(=O)CC(N2CCN(CCO)CC2)CN1Cc1ccc(F)cc1 (stereo not given)
    -16.6%	0.0	8.8%	-19.5%	-15.5	-14.8%	-14.5%	4.3%
O=S(=O)(Nc1ccccn1)c1ccc(Oc2ccccc2)cc1
    5.3%	-3.0	-8.0%	10.5%	-2.3	7.9%	0.3%	3.7%
O=C(NCC1CCCO1)c1ccc2[nH]c3c(c2c1)CCCC3 (stereo not given)
    23.7%	0.7	2.3%	-3.0%	-5.4	-9.0%	3.8%	-14.7%
COCCNC(=O)C(=O)NCC1OCCN1C(=O)c1ccc(Cl)cc1 (stereo not given)
    -16.4%	-1.2	6.7%	4.4%	-5.0	4.8%	0.8%	-6.7%
CNc1ccc(C(=O)c2ccccc2C(=O)O)cc1[N+](=O)[O-]
    -24.3%	1.1	-8.5%	-2.6%	-1.2	?	-13.0%	-6.1%
O=C(NCCc1ccccc1)C1CCC(CNS(=O)(=O)c2ccc(F)cc2)CC1 (stereo not given)
    -8.6%	1.0	17.7%	15.6%	-1.7	12.1%	-8.8%	3.8%
CCOC(=O)CNC(=O)CSc1nnnn1-c1cc(C)ccc1C
    7.1%	0.2	8.1%	-0.4%	2.0	-11.4%	-6.7%	-1.1%
CCC(C)(C)C1CCc2[nH]nc(C(=O)NC3CCCC3)c2C1 (stereo not given)
    14.9%	-0.8	-4.9%	7.1%	2.4	-11.0%	1.7%	-0.2%
COc1ccc(Cl)cc1N1C(=O)CC(Sc2ccccc2N)C1=O (stereo not given)
    -12.0%	-1.0	7.9%	-0.7%	15.2	7.5%	-7.3%	-25.5%
O=C(NC1CCCCC1)C(c1ccncc1)n1c(=O)c(-c2ccccc2)nc2ccccc21 (stereo not given)
    19.5%	2.3	15.9%	10.8%	-0.7	-17.8%	-7.6%	4.0%
C=CCSc1nc(-c2ccccc2)c2cc(Cl)ccc2n1
    -12.6%	0.5	10.3%	16.9%	1.1	1.0%	-3.4%	1.4%

The closing two compounds of the section before come first, to join the parts:
Sequence of screens – FUS yeast rescue	IL2 activator	EPAC1 ag	Abeta rescue	PI5P4Ka inh	EPAC1 antag	PLK1 PBD inh	WRN inhibitor
O=C(NC1CCCCC1)C(c1ccncc1)n1c(=O)c(-c2ccccc2)nc2ccccc21 (stereo not given)
    19.5%	2.3	15.9%	10.8%	-0.7	-17.8%	-7.6%	4.0%
C=CCSc1nc(-c2ccccc2)c2cc(Cl)ccc2n1
    -12.6%	0.5	10.3%	16.9%	1.1	1.0%	-3.4%	1.4%
Cc1ccc(C)c(N2CCN(C(=O)CCCn3ncn4c(cc5occc54)c3=O)CC2)c1
    ?	-4.0	17.6%	-8.0%&-31.9%	-6.8	-12.2%	-13.3%	-0.9%
FC(F)(F)c1ccc(Oc2ccc3ccccc3c2Br)nc1
    -6.9%	5.7	-2.4%	?	32.0	-8.7%	-4.4%	-1.4%
Cc1cc(C)nc(SCC(=O)Nc2ccc(S(=O)(=O)NCCO)cc2)n1
    20.4%	1.2	7.3%	-3.8%	nt	3.0%	-9.8%	-4.0%
CCCc1nnc(SCC(=O)Nc2ccc(Cl)cc2Cl)o1
    -10.5%	-0.3	-3.1%	-5.8%	-1.1	-12.4%	-5.3%	2.2%[57.1 µM]
COc1ccc(NC(=O)C2CCN(S(=O)(=O)c3ccc(OC)c(OC)c3)CC2)cc1
    -2.7%	-1.2	12.6%	7.9%	nt	-2.1%	-4.7%	-14.1%[57.1 µM]
Cc1ccc(NC(=O)N2CCC(O)(c3cccnc3)CC2)cc1
    -8.3%	-0.1	-5.8%	-1.7%	-6.0	7.7%	1.9%	4.7%
CCN1C(=S)SC(=O)C1=C1C=C(C)N(CCO)C(C)=C1
    8.4%	-0.6	5.0%	14.1%	nt	-5.3%	-1.6%	3.7%
CC(=O)Nc1ccc(NC(=O)C(C)OC(=O)c2cccc(S(=O)(=O)N3CCCCC3)c2)cc1 (stereo not given)
    nt	-1.8	-16.5%	4.9%	-4.3	8.8%	2.8%	2.5%
CCOC(=O)c1nc(Nc2cc(C)cc(C)c2)c2ccccc2n1
    17.6%	2.0	-7.4%	-21.1%	0.8	15.5%	0.6%	1.1%
CC(=O)Nc1ccc(NC(=O)CSc2ncc(C(=O)Nc3ccccc3)c(=O)n2C)cc1
    32.6%	-2.1	-11.7%	12.4%	-5.5	1.4%	-7.0%	-4.6%
O=C(CCNS(=O)(=O)c1cccs1)NCc1cccs1
    11.0%	-3.8	-4.4%	-6.4%	0.9	-0.7%	-7.7%	-0.8%
C=CCC(C(=O)OC)(C(=O)OC)c1ccc(C(F)(F)F)cc1[N+](=O)[O-]
    -18.7%	1.1	-1.4%	-2.9%	-3.6	1.6%	-4.5%	0.7%
COCCN(Cc1cn(C)nc1-c1ccc(Oc2ccccc2)cc1)C(C)C
    -14.5%	0.8	-4.4%	?	2.7	0.4%	3.4%	-0.5%
Cc1ccc(C(=O)Nc2cc(Cl)ccc2-n2cncn2)s1
    18.1%	0.7	-55.3%	-11.0%	-2.3	5.8%	-11.4%	-9.6%
COc1cc(C=O)ccc1OS(=O)(=O)c1ccccc1[N+](=O)[O-]
    -3.7%	-1.2	-8.9%	-3.4%	0.6	-1.4%	-3.5%	-7.0%
CC1CCCCC12NC(=O)N(CC(=O)NCCc1ccccc1)C2=O (stereo not given)
    3.4%	0.2	6.7%	6.6%	4.6	13.2%	-1.6%	0.2%
Nc1nc(NCc2ccccc2)nc(NCc2ccccc2)c1[N+](=O)[O-]
    nt	-1.3	-4.5%	6.2%	-3.4	-17.2%	-9.4%	-4.3%
CCCCN1CC(=O)N2[C@H]3c4ccccc4OC[C@@H]3[C@H](c3ccccc3)[C@]2(C)C1=O
    21.4%	-1.2	-11.9%	-1.3%	-1.6	-14.2%	-0.4%	-3.0%
Cc1ccc(CN2C(=O)CSC2c2cccnc2)cc1 (stereo not given)
    3.4%	-0.5	-4.5%	8.8%	0.1	10.3%	-8.7%	-10.4%
Cc1nc(Nc2nc3c(c(=O)[nH]2)CCC3)nc2ccccc12
    -3.2%	-3.3	-2.6%	-40.3%[inhibitor]	2.7	8.6%	9.9%	-1.4%
CCOC(=O)C1CCCN(S(=O)(=O)Cc2ccc(Cl)cc2)C1 (stereo not given)
    5.6%	0.7	2.5%	10.2%	4.4	-1.5%	-7.6%	-18.5%

Assay outcomes as filed in PubChem BioAssay.
